Cdc42 wt GTP = human Cdc42 wildtype GTP binding change, either direction; P60953; GST-Cdc42 beads, Bodipy-GTP binding, flow cytometry; actives lie on both sides; percent activity (GTP binding), % at 10 µM; hit rate 0.2% among 190,000;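 active = percent activity GTP binding at least 20 points away from the 100% baseline, either down as inhibitor or up as activator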;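 note: median bead fluorescence of bound Bodipy-FL-GTP at 100 nM; 0% = excess unlabeled GTP control and 100% = no compound control; below 100% means less GTP binding so inhibitor and above means activator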
Target sequence (P60953 whole entry, looked up): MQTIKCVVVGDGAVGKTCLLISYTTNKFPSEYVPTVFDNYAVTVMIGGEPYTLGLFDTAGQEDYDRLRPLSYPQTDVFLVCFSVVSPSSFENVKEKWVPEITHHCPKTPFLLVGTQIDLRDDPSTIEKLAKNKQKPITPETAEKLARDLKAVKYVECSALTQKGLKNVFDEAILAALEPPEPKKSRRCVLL
Mcl1-Noxa inh = disrupts binding of human Mcl-1 to Noxa peptide | Q07820 | hit rate 1.5% among 220,000 | TR-FRET Mcl-1/Noxa peptide binding, 2 h | inhibition, % at 21.7 µM | AID 1022;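 active = compounds that cut the protein-peptide binding signal by more than 50% relative to plate controls in a single-dose test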;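 note: His-tagged Mcl-1 with rhodamine Noxa BH3 peptide and terbium anti-His antibody; 0% = Mcl-1 plus Noxa peptide wells and 100% = peptide-only wells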
Target sequence (Q07820 whole entry, looked up): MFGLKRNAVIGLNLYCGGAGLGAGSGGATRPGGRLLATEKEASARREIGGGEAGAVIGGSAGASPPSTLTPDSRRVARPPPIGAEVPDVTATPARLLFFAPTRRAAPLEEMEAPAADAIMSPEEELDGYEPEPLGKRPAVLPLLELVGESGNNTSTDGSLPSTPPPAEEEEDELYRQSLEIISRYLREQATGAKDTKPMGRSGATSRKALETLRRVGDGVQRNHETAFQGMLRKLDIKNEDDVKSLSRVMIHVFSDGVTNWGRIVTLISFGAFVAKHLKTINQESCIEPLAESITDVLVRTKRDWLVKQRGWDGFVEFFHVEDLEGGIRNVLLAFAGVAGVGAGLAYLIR
Rab7 wt GTP bind = modulators of GTP binding to dog Rab7 wildtype GTPase; GTP binding activity (percent of control), % at 10 µM; hit rate 0.055% among 190,000; GST-Rab7 beads, fluorescent GTP binding, flow cytometry; actives lie on both sides; untreated = 100%, excess cold GTP = 0%;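 active = fluorescent GTP binding to Rab7 beads changed by at least 20 points from the 100% baseline, either direction, mostly lower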;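 note: median green fluorescence of bound Bodipy-FL-GTP per Rab7 bead population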
Rac1 wt GTP bind = alters GTP binding to wildtype human Rac1. AID 757. GTP binding activity (% of control), % at 10 µM. hit rate 0.27% among 190,000. GST-Rac1 beads, fluorescent GTP binding, flow cytometry; actives lie on both sides; 0 = cold GTP competed, 100 = untreated. P63000;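 active = GTP binding activity at least 20 points away from the 100% control level, either lower or higher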
Rac1 act GTP bind = modulators of GTP binding to human Rac1 activated mutant. percent activity (GTP binding), % at 10 µM. hit rate 0.11% among 190,000. AID 764. GST-Rac1 activated beads, fluorescent GTP binding, flow cytometry; actives lie on both sides; 100% means binding = to untreated wells;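 active = GTP binding at least 20 percentage points away from the 100% baseline, in either direction, so actives lie on both sides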
Rab2 wt GTP = changes GTP binding to wildtype dog Rab2A, up or down; P61105; GST-Rab2 wt beads, Bodipy-GTP binding, flow cytometry; GTP binding activity, % at 10 µM; hit rate 0.19% among 190,000; AID 760;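 active = GTP binding activity at least 20 points away from 100%, either lowered or raised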;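 note: 0% = beads with excess unlabeled GTP and 100% = no-compound control corrected for plate trend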
Mcl1 Bid PPI = Mcl-1/Bid interaction inhibition. Q07820. TR-FRET Mcl-1/Bid-Dy647 peptide binding, 1536-well. inhibition, % at 21.7 µM. hit rate 0.97% among 220,000. AID 1021;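 active = compounds that cut the binding signal by more than half at the single screening dose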;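 note: His-tagged Mcl-1 with europium anti-His antibody binding Bid BH3 peptide; 0% = Mcl-1 plus peptide wells and 100% = peptide-only wells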
Pf gamet viab = kills late stage P. falciparum gametocytes; P. falciparum stage V gametocytes, ATP luminescence, 24 h; inhibition, % at 10.9 µM; hit rate 0.065% among 150,000;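 active = inhibition above the mean plus 3 SD of compounds within the control limits, set per campaign, cut at about 38% in these data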;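 note: 0% = DMSO wells and 100% = medium only without gametocytes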
RGS8-Gao reg = regulators of human RGS8-Galphao interaction. P09471. multiplexed bead flow cytometry, RGS8-Galphao binding; actives lie on both sides. response (percent of control binding), % at 10 µM. hit rate 0.34% among 220,000. AID 1423; in the data active = response below about 60% or above about 140%; inactive = in between;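 note: Galphao activated as the GDP aluminium fluoride complex binding bead-coupled RGS8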
Target sequence (P09471 whole entry, looked up): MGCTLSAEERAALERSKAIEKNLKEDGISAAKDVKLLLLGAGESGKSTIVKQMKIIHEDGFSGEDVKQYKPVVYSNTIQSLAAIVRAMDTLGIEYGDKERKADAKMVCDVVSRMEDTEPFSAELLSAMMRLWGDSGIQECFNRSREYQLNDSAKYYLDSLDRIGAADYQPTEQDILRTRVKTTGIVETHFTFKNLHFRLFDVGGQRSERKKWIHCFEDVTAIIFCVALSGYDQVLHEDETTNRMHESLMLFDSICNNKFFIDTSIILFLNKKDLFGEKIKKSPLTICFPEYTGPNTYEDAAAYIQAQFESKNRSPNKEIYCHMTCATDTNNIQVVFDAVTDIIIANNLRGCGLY
HRas wt GTP bind = modulators of GTP binding to human HRas wildtype | GTP binding activity, % at 10 µM | P01112 | hit rate 0.14% among 190,000 | GST-Ras wt beads, Bodipy-FL-GTP binding, flow cytometry; actives lie on both sides;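 active = GTP binding activity at least 20% away from the 100% baseline, either lowered as inhibitor or raised as activator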;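 note: 0% = unlabeled GTP competition control and 100% = no-compound control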
Mcl-1 Bim block = human Bim-Mcl-1 interaction inhibition. Bead-based flow cytometry, Bim peptide-Mcl-1 binding. inhibition, % at 10 µM. hit rate 0.1% among 190,000. AID 1009; in the data active = inhibition above about 40%;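 note: 0% = no compound tracer wells and 100% = peptide blocker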
The depositor's hits bear a star; . = no result given. Outcome played no part in choosing rows; any-hit rate near 2.9%.

cpd	Compound	Cdc42 wt GTP	Mcl1-Noxa inh	Rab7 wt GTP bind	Rac1 wt GTP bind	Rac1 act GTP bind	Rab2 wt GTP	Mcl1 Bid PPI	Pf gamet viab	RGS8-Gao reg	HRas wt GTP bind	Mcl-1 Bim block
1	CCOP(=O)(OCC)C(Nc1ccccn1)c1ccc(F)cc1 (stereo unspecified)	102	-4	94	101	98	102	-22	2	99	99	-2
2	COc1ccc(OC)c2sc(NC(=O)c3ccc(S(=O)(=O)N4CCOCC4)cc3)nc12	104	16	99	107	100	101	22	.	108	101	-1
3	CN(Cc1nccn1C)C(=O)c1cc(COc2ccc3ncccc3c2)on1	96	12	101	98	95	97	-44	13	102	98	-1
4	Clc1cccc(Cl)c1CSc1nnc(-c2sccc2-n2cccc2)o1	95	8	98	97	94	96	-41	5	102	98	0
5	COc1ccc(OCc2nc3c4cc(OC)c(OC)cc4nc(=S)n3[nH]2)cc1	87	42	90	77*	89	83	-45	.	97	82	-2
6	Cc1cccc(N2CCN(c3cc(C)nc4nnnn34)CC2C)c1 (stereo unspecified)	101	10	102	96	97	99	-51	-15	99	99	0
7	Cc1cc(O)cc(O)c1C=NCc1ccco1	99	16	99	99	97	100	-13	9	115	99	-3
8	CCn1c(C(O)c2cccc(OC)c2OC)nc2ccccc21 (stereo unspecified)	100	8	99	104	98	100	-8	4	102	101	-2
9	Cc1ccc(N=C2SC(C(=O)Nc3ccc(OC(F)(F)F)cc3)C(N)=C2C(=O)Nc2c(C)cc(C)cc2C)cc1 (stereo unspecified)	95	-17	96	99	96	97	-6	1	100	98	-3
10	COC(=O)C/C(O)=C(/N=Nc1cccc(C(F)(F)F)c1)C(=O)OC	94	6	92	99	96	94	-38	-27	95	95	2
11	COc1ccc(NC(=O)C(=O)NNC(=O)C(C)Oc2ccc(Cl)cc2Cl)cc1 (stereo unspecified)	90	5	100	93	88	93	-8	14	101	93	0
12	Cc1c(NC(=O)CC(=O)Nc2c(C)n(C)n(-c3ccccc3)c2=O)c(=O)n(-c2ccccc2)n1C	99	-8	97	103	99	97	-4	.	103	99	1
13	Cc1ccccc1NC(=O)CCn1c(=O)oc2ccccc21	102	-4	100	103	99	101	2	.	100	100	-3
14	CC(=O)c1ccc(NC(=O)C(C)NCc2ccc(Cl)cc2)cc1 (stereo unspecified)	96	11	106	98	94	99	3	5	93	98	0
15	CCO[C@@H]1OC(C(=O)Nc2ccccc2)=C[C@H](c2coc3ccccc3c2=O)[C@H]1CCCO	93	-13	94	96	95	95	6	.	105	94	-4
16	CC(=O)Nc1n[nH]c(-c2ccc(C)cc2)c1C	90	11	90	98	93	93	-19	-3	99	93	3
17	N#CCC(=O)Nc1ccccc1C(=O)O	96	-6	102	98	97	99	-37	0	108	97	-4
18	Cc1ccc(OCC(=O)c2cc(C)c(C)cc2C)c([N+](=O)[O-])n1	102	10	100	105	100	101	-68	.	98	101	0
19	O=C(NCCCn1ccnc1)c1cccc(S(=O)(=O)Nc2ccccc2F)c1	101	-4	100	101	99	102	-35	.	103	102	0
20	Cc1nc2c(C)cccn2c1C(=O)c1ccccc1	96	12	100	94	98	97	-13	.	100	95	1
21	COc1ccc(-c2c(C(C)=O)c(C)n(C)c2C)cc1	102	-2	97	102	98	102	-7	-21	101	101	-5
22	CC1SCC(=O)N(CC(=O)NCCc2ccccc2)C1=O (stereo unspecified)	102	3	102	102	98	98	-14	12	104	99	-2
23	COC(=O)c1ccc2c(c1)NC1=C(C(=O)CC(C)(C)C1)C(c1ccncc1)N2 (stereo unspecified)	104	1	100	106	101	99	-8	12	104	100	-1
24	COc1ccc(Cc2noc(CN3CCCC(C(=O)c4cccs4)C3)n2)cc1OC (stereo unspecified)	96	-7	95	94	94	96	-24	0	102	96	-3
25	CCOc1cc(N2CCOCC2)c(OCC)cc1NC(=O)Cn1cnc2c(=O)n(C)c(=O)n(C)c21	102	27	98	98	97	100	-25	21	99	101	1
26	COc1cccc(/C=N/NC(=O)CN2CC(c3ccccc3)CC2=O)c1OC (stereo unspecified)	102	-9	97	101	97	97	-4	.	101	101	-1
27	COc1ccc(C2C(C(=O)N3CCC(C)CC3)c3ccccc3C(=O)N2C)cc1 (stereo unspecified)	102	1	104	106	100	103	4	.	95	103	14
28	CCn1c(C)nc2cc(C(=O)NNC(=O)CCC3CCCCC3)ccc21	98	7	97	100	101	100	6	.	96	100	-4
29	O=C(NNS(=O)(=O)c1ccc(Cl)cc1)NC1CCCCC1	94	23	99	96	97	100	-13	-20	99	97	3
30	C=CCNC(=O)c1cc(Cl)ccc1[N+](=O)[O-]	104	7	100	105	102	102	1	0	102	101	-1
31	CCC(=O)OCC(=O)Nc1ccc([N+](=O)[O-])cc1OC	94	2	92	97	95	95	-16	-21	98	94	4
32	O=C(Nc1ccc2nc(C3CC3)n(Cc3ccc(F)cc3)c(=O)c2c1)c1ccco1	100	0	97	101	99	97	-12	13	101	96	-3
33	Cc1ccc(-c2csc(NC(=O)C3CC(=O)N(Cc4ccco4)C3)n2)cc1 (stereo unspecified)	99	20	105	93	93	98	-16	1	101	97	-2
34	COc1cc(OC)cc(-c2nnc(SCc3cccnc3)o2)c1	98	12	99	99	97	99	-15	-17	103	98	0
35	CCN(CC)C(=O)C(=O)Nc1cc(C(F)(F)F)ccc1Cl	100	-19	102	103	99	98	-3	.	107	101	-3
36	COc1ccccc1/C=C\C=N\n1c(-c2ccc(Cl)cc2Cl)n[nH]c1=S	99	-13	103	98	96	97	-48	19	64	98	-4
37	CCOC(=O)c1c(O)c2ccccc2n(CC)c1=O	91	22	102	97	92	95	-17	-6	99	96	0
38	COc1cccc(Oc2ccc(C(F)(F)F)cc2N)c1	99	-5	96	98	96	95	-3	.	102	97	-2
39	C=C(C)c1cccc(C(C)(C)NC(=O)Nc2ccccc2OCC)c1	100	-5	100	100	97	98	-20	7	104	100	-3
40	Cc1ccc(NC(=S)NC(NC(=O)c2ccccc2C)C(Cl)(Cl)Cl)c(C)c1 (stereo unspecified)	103	3	100	100	98	101	-11	6	97	101	-1
41	Cc1ccc(NC(=O)COC(=O)c2cccnc2)cc1	102	4	106	104	97	102	-16	-3	104	99	-2
42	CCOc1nc2ccccc2cc1/C=C/C(=O)O	97	13	104	99	95	98	-20	-13	97	100	-1
43	Cc1cc(C)nc(NCC(O)COc2ccccc2C)n1 (stereo unspecified)	97	-13	98	100	95	98	101*	.	106	97	-2
44	COc1ccc(CNC(=O)CCS(=O)(=O)Cc2ccc(C)cc2)c(OC)c1	95	6	93	96	93	97	-18	7	101	94	3
45	CN(C)CCCCCNCCCNC(=O)/C=N\O	104	9	101	106	102	101	-6	0	103	102	0
46	CCC1(CC)C(=O)C(C)(C)C(=O)OC1c1ccccn1 (stereo unspecified)	104	13	96	105	101	100	-30	-27	100	102	-2
47	Cc1[nH]c2ccccc2c1CCN(Cc1cccnc1)C(=S)Nc1ccc(F)cc1	93	1	102	97	96	98	-32	.	103	98	0
48	CCOC(=O)c1cc(-c2ccc(C)o2)nn1CCC#N	98	14	96	100	94	96	-30	.	97	98	1
49	CCOc1ccc(Br)cc1-c1noc(-c2cccs2)n1	100	8	99	101	98	101	-1	25	8.4*	100	2
50	O=C(CSc1ncnc2c1nnn2-c1ccc(F)cc1)NCc1ccco1	98	-5	103	100	101	100	-14	.	103	100	-8

Remaining list, next part
cpd	Compound	Cdc42 wt GTP	Mcl1-Noxa inh	Rab7 wt GTP bind	Rac1 wt GTP bind	Rac1 act GTP bind	Rab2 wt GTP	Mcl1 Bid PPI	Pf gamet viab	RGS8-Gao reg	HRas wt GTP bind	Mcl-1 Bim block
51	CCOCCCNC(=O)/C(C#N)=C/c1ccc(-c2ccc(S(=O)(=O)N3CCOCC3)cc2)o1	96	-8	99	99	96	100	-10	.	75	98	1
52	CCC(C(=O)Nc1nc(C)cs1)c1ccccc1 (stereo unspecified)	98	15	97	94	95	98	-2	.	102	99	-4
53	CCOc1cc2c(cc1OCC)C(C(=O)O)C(c1ccc(OC)c(O)c1)N(C)C2=O (stereo unspecified)	108	36	100	105	102	107	-22	.	103	105	-1
54	Cc1cc2cc(CN(CC3CCCO3)C(=O)c3cnccn3)c(=O)[nH]c2cc1C (stereo unspecified)	101	0	101	102	98	100	-7	.	100	101	6
55	O=C(CN1CCN(c2ccccn2)CC1)N1c2ccccc2CCc2ccccc21	104	22	98	103	98	97	55*	-9	111	98	-3
56	COc1ccc(NC(=O)CCSc2ccc3ccccc3n2)cc1	102	1	103	104	99	100	-26	15	103	101	-3
57	Cc1c(C(=S)Nc2ccccc2)cnn1-c1ccc([N+](=O)[O-])cc1	103	-7	97	105	98	97	-39	11	103	98	-8
58	COCCNC(=O)/C(C#N)=C/c1nc(N(C)C)n(-c2ccc(F)cc2)c1Cl	99	-5	102	98	95	98	-64	-4	103	99	-1
59	CC(C)/C(=N/Nc1ccccc1[N+](=O)[O-])c1ccccc1	97	10	96	100	94	94	-2	11	105	95	-2
60	CC(=O)Nc1ccc(NC(=O)CSc2ccccn2)cc1	102	-7	99	102	101	98	-5	-6	101	101	-8
61	COc1ccc([N+](=O)[O-])cc1NC(=O)c1cn(-c2ccc(Cl)cc2)c(=O)c2ccccc12	99	-11	98	104	99	98	-8	.	108	98	-6
62	COc1ccc2cc(-c3cc(C(=O)OCC(=O)Nc4c(C)n(C)n(-c5ccccc5)c4=O)c4ccccc4n3)ccc2c1	100	8	102	104	98	100	-24	-81	102	101	-2
63	OC(COc1ccc2c(c1)CCC2)CN1CCN(c2ccccc2F)CC1 (stereo unspecified)	98	15	95	99	94	97	4	.	104	97	-3
64	C[C@@H]1CCC[C@H](C)N1Cc1nc(Cc2ccccc2Cl)no1	90	7	99	90	92	96	-11	-1	99	92	0
65	CCCCOc1ccccc1C1NC(=O)NC(C)=C1C(=O)OCCOCC (stereo unspecified)	100	-12	102	103	100	100	-11	15	101	101	-1
66	Cc1ccc(N2C(=O)/C(=C\c3ccc(C(C)C)cc3)N=C2SC2CCOC2=O)cc1 (stereo unspecified)	99	6	101	101	100	100	4	9	86	99	14
